SMARCA2 activ = activators of SMARCA2 function; MG213 cells, MMTV-luciferase reporter, dexamethasone, overnight; activation, % at 9.1 µM; actives 1% (n = 370,000); in the data active = activation above about 7.8%;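 note: 0% = vehicle wells and 100% = reference activator wells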
ssDAF12 agonist = activates DAF-12 receptor from parasite S. stercoralis | HEK293 ssDAF-12/GRIP1 lit1-tk-luc reporter, luminescence; % of 3 µM dafachronic acid response | activation, % at 6.8 µM | actives 1% (n = 370,000) | AID 652126;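 active = activation above the mean over all tested compounds plus 3 SD, cut at about 0.9% in these data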;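 note: 0% = DMSO-only wells and 100% = 3 µM delta7-dafachronic acid wells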
FXN GAA850 act = activators of GAA850 frataxin (FXN) promoter; HEK293 lucGAA850 FXN promoter luciferase reporter, 24 h; percent of 10 µM SAHA response; activation, % at 6 µM; actives 0.56% (n = 360,000); AID 540364;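 active = activation above the average of all compounds screened plus 3 SD, cutoff fixed separately per campaign, cut at about 7.5% in these data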;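 note: 0% = DMSO wells and 100% = 10 µM SAHA wells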
hcDAF12 agonist = H. contortus DAF-12 activation, primary screen; activation, % at 6.8 µM; HEK293 hcDAF-12 lit1-tk-luc reporter, luminescence; 0% DMSO, 100% Δ7-dafachronic acid; actives 1.4% (n = 370,000); AID 652067;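 active = activation above the mean of all tested compounds plus 3 SD, cut at about 5.5% in these data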;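 note: 100% = response to 3 µM Δ7-dafachronic acid high control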
Rev-erbA mod = modulates human Rev-erb alpha binding to DNA; P20393; actives 0.79% (n = 370,000); Rev-erbα–FITC-DNA binding, fluorescence polarization, 90 min; activity, % at 10 µM;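 active = activity above about 14%, limit read from the data; passing the limit was not always enough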;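 note: 0% = DMSO wells with 35 nM protein and 100% = DMSO wells with 750 nM protein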
DAX1 inh-1 = blocks DAX1 repression of SF-1 activated StAR promoter. HEK293T StAR-luciferase reporter, SF-1/DAX-1 repression relief. inhibition, % at 6.8 µM. actives 1.1% (n = 370,000). AID 652010;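 active = inhibition above the mean over all tested compounds plus 3 SD, cut at about 3.6% in these data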;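 note: 0% = DAX-1 cells with DMSO and 100% = cells lacking DAX-1 with DMSO; higher inhibition means more luminescence from relief of DAX-1 repression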
HGIII-sPLA2 inh = Inhibits HGIII-sPLA2 liposome hydrolysis, primary screen; Q9NZ20; QFRET BODIPY PC-A2 liposome hydrolysis, fluorescence; inhibition, % at 12.2 µM; actives 0.56% (n = 370,000); AID 743126;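 active = inhibition above mean plus 3 SD of compounds lying within the high and low control bounds, cut at about 19% in these data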;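 note: 0% = median of test compound wells and 100% = no enzyme DMSO wells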
PLCb3 inh = blocks human PLC-beta3 enzyme activity; Purified PLC-beta3, fluorogenic substrate, fluorescence; inhibition, % at 12.2 µM; actives 0.18% (n = 370,000); in the data active = inhibition above about 11%;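 note: 0% = median of compound wells on plate and 100% = full blocker control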
Target sequence (Q01970 whole entry, looked up): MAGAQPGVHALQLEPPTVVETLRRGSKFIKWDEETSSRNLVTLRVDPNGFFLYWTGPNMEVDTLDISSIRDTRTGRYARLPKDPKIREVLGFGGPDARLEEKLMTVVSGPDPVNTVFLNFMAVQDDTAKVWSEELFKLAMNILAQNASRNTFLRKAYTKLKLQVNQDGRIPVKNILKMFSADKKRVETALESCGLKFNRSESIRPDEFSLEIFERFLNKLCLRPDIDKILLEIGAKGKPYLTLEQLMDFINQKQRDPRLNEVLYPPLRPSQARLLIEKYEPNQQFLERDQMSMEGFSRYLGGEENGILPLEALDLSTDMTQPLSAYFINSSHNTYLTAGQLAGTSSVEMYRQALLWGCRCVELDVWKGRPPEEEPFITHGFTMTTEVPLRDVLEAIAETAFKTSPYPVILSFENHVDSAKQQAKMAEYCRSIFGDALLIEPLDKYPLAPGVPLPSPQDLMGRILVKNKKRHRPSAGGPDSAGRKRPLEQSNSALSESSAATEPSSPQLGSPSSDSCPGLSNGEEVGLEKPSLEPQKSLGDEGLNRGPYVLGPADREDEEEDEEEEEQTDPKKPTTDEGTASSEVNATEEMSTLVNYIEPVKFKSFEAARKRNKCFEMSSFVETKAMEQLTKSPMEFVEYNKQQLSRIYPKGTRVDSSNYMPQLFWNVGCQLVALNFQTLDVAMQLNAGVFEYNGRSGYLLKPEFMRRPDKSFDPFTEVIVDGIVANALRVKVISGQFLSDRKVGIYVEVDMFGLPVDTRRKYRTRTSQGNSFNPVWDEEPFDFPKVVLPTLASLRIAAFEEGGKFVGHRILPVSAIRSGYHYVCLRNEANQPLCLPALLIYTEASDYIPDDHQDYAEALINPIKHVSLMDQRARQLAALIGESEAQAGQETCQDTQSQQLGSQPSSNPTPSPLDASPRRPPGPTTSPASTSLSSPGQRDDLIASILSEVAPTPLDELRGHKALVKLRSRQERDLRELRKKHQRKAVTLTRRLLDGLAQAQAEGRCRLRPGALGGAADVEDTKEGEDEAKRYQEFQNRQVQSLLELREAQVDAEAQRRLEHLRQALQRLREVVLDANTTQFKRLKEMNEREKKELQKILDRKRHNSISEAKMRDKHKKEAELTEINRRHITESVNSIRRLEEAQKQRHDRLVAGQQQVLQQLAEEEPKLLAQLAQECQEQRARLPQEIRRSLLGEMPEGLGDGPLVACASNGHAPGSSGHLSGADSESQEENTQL
PG9 binder = PG9 antibody binding by small molecule. TR-FRET gp120-PG9 antibody binding. inhibition, % at 6.7 µM. actives 0.43% (n = 360,000). AID 624416; in the data active = inhibition above about 8.5%
DAX1 inh-2 = inhibits human nuclear receptor DAX1. inhibition, % at 6.75 µM. actives 0.99% (n = 340,000). P51843. AID 504766. HEK293 Gal4-DAX1 luciferase reporter, luminescence;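 active = inhibition above the mean over all tested compounds plus 3 SD, cut at about 4.2% in these data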;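 note: 0% = DAX1-transfected cells with DMSO and 100% = empty-vector control cells with DMSO; inhibition shows as a rise in luminescence from relieved DAX1 repression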
hgDAF-12 ag = activates the H. glycines DAF-12 receptor ligand-binding domain; activation, % at 6.8 µM; HEK293 GAL4-hgDAF12 UAS-luciferase reporter, agonist luminescence; normalized to butyrate control; actives 1.8% (n = 370,000); AID 687014;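 active = activation above a cutoff set at the mean of all screened compounds plus 3 SD, cut at about 10% in these data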;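 note: 0% = DMSO wells and 100% = sodium butyrate wells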
* = called active by the depositor; x = no result given.

Each structure is followed by: SMARCA2 activ, ssDAF12 agonist, FXN GAA850 act, hcDAF12 agonist, Rev-erbA mod, DAX1 inh-1, HGIII-sPLA2 inh, PLCb3 inh, PG9 binder, DAX1 inh-2, hgDAF-12 ag
[1] S=C(NCc1ccco1)N1CCN(c2cccc(Cl)c2)CC1
    -3, -1.4, -0.1, -0.7, 4, -0.6, 2, -2, 2.0, 0.6, -6.6
[2] CC(=O)Nc1ccc(NC(=O)Cn2nc(C(=O)Nc3ccc(C)cc3)ccc2=O)cc1
    2, -1.2, -1.0, -1.8, -5, -0.8, -9, 4, -2.3, 1.5, 1.3
[3] COc1cc2c(cc1OC)C(c1ccccc1Cl)N(C)CC2 (configuration not stated)
    -2, -0.8, 2.1, -0.9, 2, -0.1, -5, -18, 1.1, 0.3, -1.4
[4] Cc1cc(C)c2nc(NC(=O)C3CSC4(C)CCC(=O)N34)sc2c1 (configuration not stated)
    -1, -1.3, -3.1, -1.3, 0, -2.8, -3, -7, -1.1, -0.5, -3.4
[5] CCC(c1nnnn1C(C)(C)C)N1CCN(Cc2ccccc2OC)CC1 (configuration not stated)
    3, -1.2, 1.0, -0.7, 3, -0.5, 5, 3, 1.0, 0.3, 0.2
[6] CCCc1cc(=O)[nH]c(SCC(=O)N(CC)Cc2ccccc2)n1
    0, -0.9, -2.8, -1.1, 0, 0.1, -5, -1, 0.7, -1.8, 1.2
[7] Cc1nc(C)c(C(=O)C2=C(O)C(=O)N(CCCn3ccnc3)C2c2ccc(Cl)cc2)s1 (configuration not stated)
    2, -1.1, -0.2, -1.1, -3, 0.9, -5, -6, -1.6, 0.1, 1.2
[8] O=C(/C=C/c1ccco1)c1cccnc1
    -1, -1.1, -1.8, 0.0, -16, -0.2, 10, -19, 0.9, 2.3, -1.9
[9] COc1ccc(C(CC(=O)N2CCCCC2)c2c(OC)cc(OC)c3c(-c4ccccc4)cc(=O)oc23)cc1 (configuration not stated)
    -1, -1.6, -1.4, -3.3, -24, -0.8, -16, -111, -0.2, 0.4, -2.8
[10] Cc1nnc(NC(=O)c2cccc(Br)c2)s1
    2, -1.3, 1.0, 0.0, -1, 0.3, -2, -14, 0.3, 1.6, 0.8
[11] CCOc1ccc(CCNC(=O)CCS(=O)(=O)c2ccc(OC)cc2)cc1OCC
    -4, -1.1, 1.5, -0.4, -3, 0.5, 11, -2, -3.1, -0.2, -1.5
[12] CCOCc1nnc(NC(=O)CCc2ccccc2)s1
    -4, -1.1, 0.7, -2.2, -5, -0.2, 2, 2, 0.1, 0.2, 1.6
[13] Cc1cc(Cl)ccc1OCCCC(=O)NNC(=O)c1ccccc1O
    -2, -0.8, -0.2, -0.5, 5, -0.6, 17, -22, 3.7, 0.9, 0.2
[14] COc1ccc(C2CC(c3ccccc3)=NN2C(=O)COC(=O)c2cccc(O)c2)cc1 (configuration not stated)
    0, -0.7, -6.9, -0.4, 4, -2.0, -10, 1, 0.3, 0.6, 0.7
[15] COCCNc1nc2nonc2nc1N(C)Cc1ccc(C)cc1
    -2, -1.0, 1.4, 1.6, 2, -0.2, -1, -4, 0.1, 0.4, -3.0
[16] Cn1c(SCC(=O)NCc2ccc3c(c2)OCO3)nc2scc(-c3cccs3)c2c1=O
    -2, -0.6, -0.2, 1.9, x, 0.4, 0, -1, 0.9, 0.2, -1.2
[17] O=C(NC1CCCCC1)C(CCc1ccccc1)n1c(=O)c(-c2ccccc2)nc2ccccc21 (configuration not stated)
    -2, -0.6, x, -0.5, -2, -0.9, -3, -7, -0.8, x, 1.6
[18] CCOC(=O)C1CCN(S(=O)(=O)Cc2ccccc2)CC1
    0, -0.8, 0.3, -0.6, 0, -0.4, 3, 0, -0.6, -0.5, -2.6
[19] Cc1cccc(N(Cc2cc3ccccc3[nH]c2=O)S(C)(=O)=O)c1
    0, 0.7, 1.4, 1.9, -3, 0.5, -5, -3, -0.3, 0.0, -3.6
[20] COc1ccc(C(=O)C(=O)N2CCN(c3ccc(C)cc3)CC2)cc1OC
    -4, -0.9, x, -0.9, 3, -0.9, 16, -5, 0.1, x, 2.8
[21] COCCCN=C1NN=C(c2cc(C)n(-c3ccccc3)c2C)CS1
    -5, -0.8, 1.6, 2.0, -1, -0.5, -9, -8, -1.7, 0.5, 1.1
[22] O=C(Nc1ccn(Cc2c(F)c(F)cc(F)c2F)n1)c1ccc(COc2ccc(Cl)cc2Cl)o1
    4, -1.7, -0.9, -1.1, 1, -0.4, 7, 3, -3.1, -1.4, -0.3
[23] CCOC(=O)C(CCCOc1cccc(OC)c1)C(=O)OCC
    -4, -0.8, 2.5, 1.1, 2, 0.1, -2, 1, -0.1, 0.6, -1.9
[24] Cc1ccccc1NC(=O)c1ccc2c(c1)C(=O)N(CCC(C)C)C2=O
    -1, -0.8, -1.5, -0.8, 3, 0.5, 6, 4, -2.4, 0.7, 0.3
[25] O=c1cc(O)c2c(=O)n(C3CCCCC3)c3ccccc3c2o1
    0, -1.1, -3.0, 0.8, 0, -0.3, 5, -9, 1.4, 2.2, -0.9
[26] CCOC(=O)C1CCN(C(=O)c2sc3nc(C)nc(N4CCC(C)CC4)c3c2C)CC1
    -2, -1.3, 3.9, -1.2, 1, -0.6, -12, -1, 1.0, -0.5, -3.3
[27] CCCCCCc1ccc(N2C[C@H](CCCCC)[C@@H](CC(=O)NCc3ccc(OC)cc3)C2=O)cc1
    0, -0.9, 1.5, -0.8, 6, 0.2, 8, 2, 2.1, 2.5, -0.8
[28] COc1ccc(NC(=O)CSCC(=O)Nc2cc(Cl)ccc2N2CCCC2)cc1
    1, -1.0, 8.5*, -0.7, 2, -1.5, -4, -6, -0.4, 0.3, -1.4
[29] CN(C)CCCNC(=O)C(=O)NCC1OCCN1S(=O)(=O)c1cccs1 (configuration not stated)
    -2, -0.8, 0.1, 0.9, 0, -0.8, 11, -10, -1.4, 0.9, 1.3
[30] CN(Cc1ccccc1)C(=O)COC(=O)/C=C/c1ccco1
    -2, -1.1, -1.5, 0.8, -8, -0.3, -4, -5, -1.2, 3.7, -1.6
[31] Cc1ccc(NC(=O)C2(C)CCN2CCc2ccccc2)cc1 (configuration not stated)
    -2, -1.0, 0.8, -1.2, -3, 0.1, -2, 1, -0.2, x, -2.5
[32] CC#CC(=O)NCC1(N(C)Cc2ccccc2)Cc2ccccc2C1
    0, -1.8, 1.2, 2.0, 1, 0.0, -8, -3, -0.4, 0.8, -1.0
[33] Cc1cccc(/C=N/NC(=O)c2c(-c3ccccc3)noc2C)c1O
    -1, -1.3, -4.3, -0.4, 2, -3.5, 34*, -20, -1.0, 0.4, -3.7
[34] Nc1nc(O)c(CC(=O)O)s1
    0, -1.1, -1.4, -0.1, 2, -0.2, -5, -1, -1.6, -0.4, 2.6
[35] COc1ccc(CN2CCNC(=O)C2CC(=O)NCc2cn3ccc(C)cc3n2)c(OC)c1 (configuration not stated)
    1, -1.8, 1.5, 0.8, -3, -0.5, -4, -11, -1.7, -1.9, -2.3
[36] CC1(C)CCC(=O)N2CC[C@H]3c4cc5ccccc5nc4C[C@@H]1[C@H]32
    -1, -1.8, 1.6, -0.8, 0, -0.4, 5, -1, 1.8, 0.3, -0.7
[37] O=C(/C=C/c1ccncc1)c1ccc2c(c1)OCCO2
    -4, -1.4, 1.3, 0.9, 5, -0.8, -4, -1, -4.0, 1.4, -3.8
[38] CC1(C)CC(=O)C(C=NCc2cccnc2)=C(O)C1
    4, -0.6, 1.8, -1.4, 2, 0.2, 6, 5, -0.6, -0.1, -1.0
[39] O=C(CSc1ccc2nnc(-c3ccccn3)n2n1)Nc1nccs1
    0, -1.0, 2.4, -0.6, 1, -0.5, 8, -5, -1.7, 1.1, 0.7
[40] O=C(c1ccc(CNc2c(N3CCCC3)c(=O)c2=O)cc1)N1CC=C(c2ccccc2)CC1
    -4, -1.4, 0.3, -1.2, -2, -0.7, 8, -7, -1.6, -1.7, -4.9
[41] CCSc1nnc2ccc(-c3ccc(C)cc3)nn12
    2, -0.3, 4.9, -0.9, -6, -2.3, -4, -429, -1.6, 1.1, 3.6
[42] CN(C)C(=S)N=Nc1[nH]c2ccccc2c1O
    5, 1.4*, x, 7.3*, -4, 1.3, 6, -11, -4.2, x, 13*
[43] CC[C@@]12C(=O)N(c3ccccc3)C(=O)N1[C@H](c1ccc(OC)cc1)[C@@H]1C(=O)N(C(C)(C)C)C(=O)[C@@H]12
    0, -0.9, 11*, 0.1, 2, 0.1, -5, 8, -4.4, 0.2, -0.6
[44] O=C(NCCOCc1ccc(Cl)cc1)c1ncn[nH]1
    -1, -0.8, 1.0, -0.2, -3, -0.3, -8, 1, 0.9, 2.3, 1.2
[45] Nc1nc2c(ncn2[C@@H]2O[C@H](C(=O)NC3CCCCC3)[C@@H](O)[C@H]2O)c(=O)[nH]1
    4, -0.9, x, -1.3, 4, 0.3, 1, 2, -1.0, x, -1.7
[46] CCCOc1ccc(F)cc1-c1cc(C(=O)Nc2ccc(OC)c(OC)c2)[nH]n1
    -3, -1.6, -1.4, -3.2, -3, -2.5, -18, -3, 1.9, x, -4.1
[47] Cc1ccc(NC(=O)c2ccccc2N(C)S(C)(=O)=O)cc1C
    -2, -0.8, -1.7, -1.2, 5, -0.3, 0, -1, 0.7, 2.8, -2.8
[48] Cc1ccc2nc(N3CCN(S(=O)(=O)c4ccc5c(c4)OCCO5)CC3)c(C#N)cc2c1
    -2, -0.5, 0.2, -0.3, -2, 0.6, -30, -75, -0.5, -0.2, 2.2
[49] O=C(CN(Cc1ccccc1)C(=O)CNS(=O)(=O)c1ccc(Cl)cc1)NCC1CCCO1 (configuration not stated)
    -4, -1.1, 0.9, 4.5, 3, 0.0, -2, 1, 0.8, 2.1, 0.6
[50] O=C(NN=C1CCCCCC1)c1c[nH]c2ccccc12
    1, 0.6, 3.5, 1.6, -4, 1.6, 6, -1, 0.1, -1.0, 7.1
[51] NS(=O)(=O)c1cccc(NC(=S)NCc2ccc3c(c2)OCO3)c1
    -1, -2.1, -0.4, -0.3, -3, -1.0, 3, -2, 0.4, -1.0, -0.2
[52] CS(=O)(=O)N(CC(=O)Nc1ccccc1-c1ccccc1)c1cccc(F)c1
    1, -1.5, -2.1, -0.3, 3, 0.1, -19, -8, -2.4, 1.0, -0.4
[53] Cc1cc(C)cc(NC(=O)CN2CCN(CCN=CC3=C(O)CC(c4ccc(Cl)cc4)CC3=O)CC2)c1 (configuration not stated)
    4, -0.3, 1.2, -0.2, 4, -0.3, -27, 1, -3.4, -1.1, 1.0
[54] CCCC/C(C)=N/NC(=O)NC1CCCCC1
    -3, -1.4, 3.1, -1.5, 4, 0.0, 8, 1, 2.1, 0.7, 0.8
[55] COc1ccc(OCCCC(=O)Nc2nc(C)c(C(C)=O)s2)cc1
    -1, -1.6, -0.8, -0.9, -1, -0.5, -1, -6, -2.7, 0.6, -2.2
[56] COc1ccc(S(=O)(=O)N2CCc3ccccc3C2)cc1C(=O)O
    -1, -1.0, 1.2, 1.0, 4, -0.1, -6, -2, -0.3, 1.1, -0.1
[57] O=C(CN1C(=O)CSc2ccc(S(=O)(=O)N3CCOCC3)cc21)NCc1ccc(Cl)cc1
    -2, -1.1, 2.4, -0.3, 1, -0.6, 0, -5, -0.2, -0.4, -0.5
[58] O=C(Nc1cccc(C(=O)O)c1)/C(=C\c1ccc2c(c1)OCO2)NC(=O)c1ccccc1
    2, -1.3, 1.5, -0.8, 3, -0.2, 2, 3, -0.9, x, 3.4
